# phage Ecoli inh: E. coli growth loss with phage present | growth absorbance | inhibition, % at 11.9 µM | actives 0.26% (n = 360,000) | AID 651602; in the data active means inhibition above about 11%
# HTR5A inv ag: counter-screen for OPRM1-OPRD1 inverse agonists: human HTR5A inverse agonism. HTR5A cell line, luminescence. actives 0.083% (n = 340,000). inhibition, % at 9.3 µM. P47898; in the data active means inhibition mostly above about 23%, no sharp cut-off; inactive means mostly below about 18%;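 further: 0% = cells with DMSO and 100% = no-cell wells with DMSO; some compounds called inactive have numbers as strong as hits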
# Target sequence (P47898 whole entry, looked up): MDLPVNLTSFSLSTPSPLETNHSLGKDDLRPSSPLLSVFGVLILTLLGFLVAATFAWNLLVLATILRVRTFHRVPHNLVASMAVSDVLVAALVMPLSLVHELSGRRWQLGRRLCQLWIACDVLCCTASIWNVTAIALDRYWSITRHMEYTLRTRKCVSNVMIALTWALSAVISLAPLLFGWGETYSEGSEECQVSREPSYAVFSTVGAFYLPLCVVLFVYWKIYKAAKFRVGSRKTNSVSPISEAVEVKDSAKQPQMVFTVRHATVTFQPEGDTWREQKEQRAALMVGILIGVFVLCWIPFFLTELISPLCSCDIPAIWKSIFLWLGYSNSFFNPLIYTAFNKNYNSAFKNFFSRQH
# PKA-R1A act: activates the PKA-R1A holoenzyme complex | PKA-R1A dissociation, Cy5-IP20 fluorescence polarization; scaled: DMSO 0%, 113 µM cGMP 100% | activation, % at 11.4 µM | actives 0.083% (n = 340,000) | AID 504707;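 active means percent activation above the mean of all tested compounds plus 3 SD, cut at about 19% in these data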;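 further: higher means more PKAc released from R1A so a rise in polarization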
# PKA-R2B activ: PKA-R2B complex activation; P22694+P31323; PKA-R2B holoenzyme dissociation, Cy5-IP20 fluorescence polarization; R2B truncated from residue 108, S112A mutant; 0% DMSO only, 100% 113 µM cGMP; activation, % at 11.4 µM; actives 0.079% (n = 340,000); AID 504700;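 active means activation above a cutoff set at the mean over all compounds plus 3 SD, cut at about 18% in these data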;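 further: higher means more holoenzyme dissociation and a rise in polarization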
# HTR5A ag: activates human HTR5A in OPRM1-OPRD1 agonist counter-screen; P47898; actives 0.61% (n = 340,000); HTR5A agonist assay, luminescence, cell-based; activation, % at 9.3 µM; in the data active means activation mostly above about 9.5%, no sharp cut-off; inactive means mostly below about 7.6%;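 further: 0% = cells with vehicle only and 100% = reference agonist; strong numbers were not always called active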
# AddAB inh: less growth of phage-infected E. coli with AddAB | E. coli expressing H. pylori AddAB, absorbance growth | inhibition, % at 11.9 µM | actives 0.29% (n = 330,000) | AID 435030; in the data active means inhibition above about 12%;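 further: 0% = vehicle wells of infected cells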
# Mot1-301 SUMO: blocks SUMOylation pathway, rescuing yeast Mot1-301 growth; S. cerevisiae Mot1-301 growth rescue, ATP luminescence, 38.5C; percent above DMSO median, 100 means doubled; growth rescue, % at 18.8 µM; actives 1% (n = 320,000);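 active means every valid replicate shows activation above 250% relative to neutral control wells; inactive means the rest, any valid replicate at or below 250%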;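 further: OY570 slx delta 5 strain wells were the positive control but not used for scaling; some compounds called inactive have numbers as strong as hits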
# CDK5 inh: inhibitors of human CDK5/p35 kinase; Q00535+Q15078; Recombinant CDK5/p35, ADP-Glo luminescence, 60 min; inhibition, % at 10 µM; actives 0.01% (n = 330,000); AID 488839;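 active means highest replicate inhibition of at least 50% and at least 75% of replicates reaching 50%; inconclusive means only one of the two criteria met; inactive means both criteria failed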;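 further: plate controls were DMSO neutral control for no effect and GW8510 at 10 µM for full effect; many of its hits are not listed in these tables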
# Target sequence (Q00535 whole entry, looked up): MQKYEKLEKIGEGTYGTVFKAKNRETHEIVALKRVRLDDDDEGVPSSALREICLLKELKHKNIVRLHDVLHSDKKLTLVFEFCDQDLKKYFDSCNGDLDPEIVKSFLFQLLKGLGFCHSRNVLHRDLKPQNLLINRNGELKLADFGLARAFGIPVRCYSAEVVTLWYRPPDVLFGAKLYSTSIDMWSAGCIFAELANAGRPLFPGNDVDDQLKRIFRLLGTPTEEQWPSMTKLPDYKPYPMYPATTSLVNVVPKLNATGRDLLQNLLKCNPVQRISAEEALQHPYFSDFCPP
# Target sequence (Q15078 whole entry, looked up): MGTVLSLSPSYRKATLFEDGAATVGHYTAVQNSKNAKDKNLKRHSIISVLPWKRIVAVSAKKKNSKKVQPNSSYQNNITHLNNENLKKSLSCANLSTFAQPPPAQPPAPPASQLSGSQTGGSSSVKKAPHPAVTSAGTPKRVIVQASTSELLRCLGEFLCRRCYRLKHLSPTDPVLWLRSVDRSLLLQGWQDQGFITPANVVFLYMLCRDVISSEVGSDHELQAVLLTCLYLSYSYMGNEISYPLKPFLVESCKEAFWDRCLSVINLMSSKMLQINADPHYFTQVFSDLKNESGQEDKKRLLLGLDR
# Ecoli viability: counter-screen for AddAB inhibitors: E. coli growth inhibition; inhibition, % at 11.9 µM; actives 0.27% (n = 330,000); E. coli V3065 growth, OD600 absorbance, 18 h;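 active means inhibition above the campaign's mean inhibition across all tested compounds plus 3 SD, cut at about 9.9% in these data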;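 further: uninfected addAB+ strain grown without phage in ampicillin broth; 0% = DMSO wells and 100% = ciprofloxacin 0.95 µg/ml wells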
# Tat transport: blocks Tat-dependent protein export in E. coli | E. coli MC4100 TorA-mCherry Tat export, fluorescence | inhibition, % at 10 µM | actives 0.036% (n = 340,000);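 active means mean replicate inhibition at least 50% and at least half of replicates individually reaching 50%; inconclusive means only one of the two criteria met; inactive means neither criterion met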;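 further: exported cargo escapes ClpAP degradation while cytoplasmic cargo is degraded and loses fluorescence; 0% = median of neutral control wells and 100% = median of NaSCN control wells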
# DAGLB inh: blocks human DAGLB lipase activity. actives 0.059% (n = 340,000). AID 504411. inhibition, % at 5.17 µM. HEK293T DAGLB membrane lysate, EnzChek fluorogenic substrate; in the data active means inhibition above about 34%;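 further: 0% = enzyme with vehicle and 100% = wells lacking enzyme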
# * hit, by the source's call; u = inconclusive; x = no result given. Rows were taken by chance. Share with any hit: about 2.3%.
SMILES,phage Ecoli inh,HTR5A inv ag,PKA-R1A act,PKA-R2B activ,HTR5A ag,AddAB inh,Mot1-301 SUMO,CDK5 inh,Ecoli viability,Tat transport,DAGLB inh
COc1ccc(C(=O)NC(=S)NNC(=O)c2ccco2)cc1,-5.5,1,-2,10,2,0.4,-4,-0.6,-4.2,-1,2
COc1ccc(/C=N/NC(=O)Cn2nc(C)c([N+](=O)[O-])c2C)cc1,-0.7,5,13,-11,-2,2.3,-17,1.5,-1.8,-5,0
COc1ccc(N(CC(=O)NC2CCCCC2)C(=O)CNC(=O)c2cccs2)cc1,0.2,-2,6,-5,1,1.6,-16,2.0,1.4,12,2
COc1ccc(CCn2c(=N)c(C(=O)NC3CCCC3)cc3c(=O)n4ccccc4nc32)cc1,3.3,-4,-3,-5,2,1.2,0,0.3,-1.6,-4,-1
Cc1nc2c(-c3ccccc3)c(C)[nH]n2c(=O)c1Cc1ccccc1,-1.1,x,x,x,x,-2.8,-16,0.3,-6.4,3,x
Cc1ccc(NC2CC(=O)N(Cc3ccccc3)C2=O)cc1 (stereo unspecified),2.0,3,-10,10,-1,2.8,-13,1.6,-1.7,-7,-2
COc1ccc(NC(=O)C2Cc3cc(S(=O)(=O)N4CCCCC4)ccc3N2C(C)=O)cc1Cl (stereo unspecified),0.1,1,2,3,0,2.1,-1,0.0,-0.7,2,-1
CCOC(=O)c1c(C)[nH]c(C(=O)C(C)OC(=O)c2oc3ccccc3c2COC)c1C (stereo unspecified),x,22,-3,1,6,1.1,-14,2.2,0.6,-1,0
CN(C)S(=O)(=O)c1cccc(-c2nnc(SCC(=O)NCCCCCC(=O)O)n2-c2ccc(F)cc2)c1,2.8,-13,6,5,5,0.1,-7,-0.2,3.5,-3,-1
Cc1[nH]c2ccccc2c1Cc1nnc(SCC(=O)NCc2ccco2)o1,0.5,0,-2,4,0,3.7,10,0.0,-2.3,u,4
COc1cccc(CNC(=O)C2CCCN(c3nn4c(=O)cc(C)nc4s3)C2)c1OC (stereo unspecified),0.0,-2,-6,-12,1,3.1,-17,-3.9,0.7,-9,3
CCCCCCC(=O)N(O)C1CC(=O)N(c2ccc(Br)cc2)C1=O (stereo unspecified),2.4,29,0,-9,-2,0.9,338*,-7.0,0.1,14,4
COCCCNC(=O)CCn1c(=O)c2ccccc2n(CC(=O)Nc2ccccc2C)c1=O,1.4,-12,-1,4,4,4.0,-15,-1.2,0.7,-1,1
COc1ccccc1C1CCN(C(=O)C2CCCCC2)CC1,0.6,4,-4,-7,-1,0.3,-7,-0.3,-2.8,3,-13
C=CCc1ccccc1OCCNCc1ccccc1,3.9,-8,-6,2,3,5.5,204,0.7,0.4,2,-4
C#CCn1c(S(=O)(=O)Cc2ccc(OC)cc2)nc(-c2ccccc2)c1-c1ccccc1,1.2,-21,-1,15,1,2.3,-13,-1.1,-0.2,5,-11
CC1(C)OC2OC3C(CNCCO)OC(c4ccccc4)OC3C2O1 (stereo unspecified),1.6,-1,-5,-7,0,x,x,2.1,x,-10,1
CCCNC(=O)[C@H]1N2C(=O)c3c(ccc(OC)c3OC)C2SC1(C)C (stereo partly specified),0.6,0,-5,-4,0,0.7,-18,0.8,-0.5,4,0
CNC(=O)C(=O)N1CCC2(CC1)OCCN2S(=O)(=O)c1ccc(C)cc1,-0.2,0,-4,12,1,-1.4,4,0.8,0.6,-5,1
O=C(Cc1ccc(Cl)cc1)Nc1ccc(Cl)cn1,3.5,-23,-5,0,3,0.0,19,-0.8,1.8,0,0
CCOC(=O)c1cc2c(ccn2C)n1Cc1ccc(C#N)cc1,3.0,-9,-6,-2,-1,1.8,-13,-0.1,1.4,12,-1
CC(=O)c1ccc(OC(C)C(=O)NC2CCCCC2C)cc1 (stereo unspecified),0.8,7,9,-5,5,-1.1,-15,-1.4,0.3,-8,2
CN(Cc1nccn1C)C(=O)C1CCC(=O)N(Cc2cccc(C(F)(F)F)c2)C1 (stereo unspecified),-0.5,4,14,5,-1,0.6,-8,-0.1,1.9,-5,-2
COc1ccccc1-c1sc2cc3c(cc2c1C#CC1(O)CCCCC1)OCO3,3.6,0,-2,-3,0,0.6,26,0.8,-1.1,2,-7
CCOc1ccc2nc(NC(=O)CS(=O)(=O)c3ccccc3)sc2c1,3.2,-15,9,0,6,4.5,16,0.0,4.3,-6,3

# As entered above:
# phage Ecoli inh result of `CN(Cc1nccn1C)C(=O)C1CCC(=O)N(Cc2cccc(C(F)(F)F)c2)C1` (stereo unspecified) stands at -0.5
# Mot1-301 SUMO result of `CCCCCCC(=O)N(O)C1CC(=O)N(c2ccc(Br)cc2)C1=O` (stereo unspecified) stands at 338*

# The results go on:
SMILES,phage Ecoli inh,HTR5A inv ag,PKA-R1A act,PKA-R2B activ,HTR5A ag,AddAB inh,Mot1-301 SUMO,CDK5 inh,Ecoli viability,Tat transport,DAGLB inh
COc1ccc(-n2c(-c3ccc(Br)cc3)c[n+]3c2CCCCC3)cc1,4.9,x,x,x,x,1.6,-2,-1.1,0.8,-3,x
O=C(O)c1cc(N/N=C/c2ccc3c(c2)OCO3)ccc1Cl,-0.4,-3,2,-5,0,-0.3,-13,0.2,2.8,2,4
CCOc1ncccc1C(=O)N1CCN(c2cc(Cl)ccc2C)CC1,4.8,0,-7,-6,0,-0.7,-2,-1.5,-0.4,17,-4
CCOC(=O)N1CCN(C(=S)Nc2ccc(C)c(C)c2)CC1,2.1,-6,3,1,4,1.6,-6,-0.1,-1.1,4,0
Cc1csc(NC(=O)Cc2ccc(Cl)cc2)n1,4.4,-27,9,5,-5,0.4,-20,-0.2,-0.8,-6,-2
COc1ccccc1NC(=S)NCc1ccc2c(c1)OCO2,4.7,-2,-9,-5,1,3.7,-5,-0.3,1.1,-2,1
CCOC(=O)CN1C(=O)N(CC(=O)OCC)C(c2ccccc2)(c2ccccc2)C1=O,1.8,18,-5,-16,9,2.4,20,3.4,1.3,-13,-4
CCCOC(=O)c1c(N)sc(C(=O)OCC)c1C,2.1,2,-1,-5,-1,1.2,-4,-0.7,-0.6,-6,-10
CC1CCCN(CCCNC(=O)c2cn(C)c3ccc(S(=O)(=O)N(C)C4CCCCC4)cc3c2=O)C1 (stereo unspecified),0.0,21,17,1,0,-0.3,3,2.0,-1.4,-10,-1
Cc1nn(CC(=O)OCC(=O)NCCc2ccc(S(N)(=O)=O)cc2)c(C)c1[N+](=O)[O-],1.3,12,-12,-19,-3,-1.8,-23,0.0,1.4,5,4
O=Cc1ccc(OCc2cn3ccccc3n2)cc1,4.4,17,-21,-3,-6,-0.3,x,0.3,0.8,-4,0
CC(Sc1nnc(N)s1)C(=O)Nc1ccc2c(c1)OCO2 (stereo unspecified),5.3,-7,6,-4,3,x,x,1.9,x,3,-2
O=c1c2c(nc3nc(Cc4ccccc4)[nH]n13)CCC2,3.9,2,-7,3,-1,2.8,9,0.2,0.1,-1,-6
Oc1csc(Cc2nc(-c3ccc(-c4ccccc4)cc3)cs2)n1,2.0,-10,3,14,1,0.9,-5,0.2,-2.4,-5,1
O=C(COC(=O)c1ccc(Cl)nc1)Nc1ccccc1OC(F)F,2.1,7,-2,-1,6,1.4,-6,0.3,1.8,-2,-2
CCCNC(=S)N1CC2(C)CN(C(=O)C(=O)OC)CC(C)(C1)C2=O,3.5,5,0,-4,-2,1.9,-25,1.4,1.5,-2,-1
O=C(/C=C/c1ccccc1)N1CCN(CCN2C(=O)c3cccc4cccc(c34)C2=O)CC1,3.9,2,8,10,-1,0.3,8,2.9,0.8,11,2
Cc1cccn2c(=O)c(C=Nc3ccc(Cl)cc3)c(NCCO)nc12,3.3,-27,-11,-9,2,1.3,-2,2.6,1.8,-7,-2
O=C(O)c1ccccc1NS(=O)(=O)c1ccc(NN=Cc2ccccc2F)c([N+](=O)[O-])c1,1.7,-3,4,23*,-2,3.0,41,-1.3,0.9,3,24
COC(=O)c1ccc(C)c(NC(=O)c2ccc(Cl)c([N+](=O)[O-])c2)c1,-0.5,14,-7,-8,2,1.9,9,-0.2,-3.1,1,1
Cc1cc(C)cc(NC(=O)CN2CCN(c3ncccn3)CC2)c1,2.7,-17,3,4,3,1.2,126,0.1,-3.7,-1,-7
CC1(C)CC(=O)C(C=NCCN2CCN(C(=O)NC34CC5CC(CC(C5)C3)C4)CC2)=C(O)C1,1.3,6,3,2,-3,x,x,0.7,x,-6,1
O=C(NC1CCCCCC1)c1ccc2c(=O)n3c(nc2c1)CCCCC3,1.2,-1,-13,12,0,1.8,-9,0.3,-2.1,-17,-1
COCc1cc(C)n(CC(=O)Nc2ccc(Cl)cc2Cl)c(=O)c1C#N,0.1,22,-8,-7,-3,0.9,3,0.6,-0.1,1,4
O=C(Nc1ccccc1)/C(=C/c1ccc2c(c1)OCO2)NC(=O)c1ccco1,4.0,14,-5,-6,-2,4.6,1,x,2.7,-5,1
Cc1ccnc2nc(C(=O)OCC(=O)c3ccccc3)nn12,2.3,-17,-12,1,4,0.2,-13,0.7,-1.7,3,0

# By substructure: the compounds so far with a Cl atom.
SMILES,phage Ecoli inh,HTR5A inv ag,PKA-R1A act,PKA-R2B activ,HTR5A ag,AddAB inh,Mot1-301 SUMO,CDK5 inh,Ecoli viability,Tat transport,DAGLB inh
COc1ccc(NC(=O)C2Cc3cc(S(=O)(=O)N4CCCCC4)ccc3N2C(C)=O)cc1Cl (stereo unspecified),0.1,1,2,3,0,2.1,-1,0.0,-0.7,2,-1
O=C(Cc1ccc(Cl)cc1)Nc1ccc(Cl)cn1,3.5,-23,-5,0,3,0.0,19,-0.8,1.8,0,0
O=C(O)c1cc(N/N=C/c2ccc3c(c2)OCO3)ccc1Cl,-0.4,-3,2,-5,0,-0.3,-13,0.2,2.8,2,4
CCOc1ncccc1C(=O)N1CCN(c2cc(Cl)ccc2C)CC1,4.8,0,-7,-6,0,-0.7,-2,-1.5,-0.4,17,-4
Cc1csc(NC(=O)Cc2ccc(Cl)cc2)n1,4.4,-27,9,5,-5,0.4,-20,-0.2,-0.8,-6,-2
O=C(COC(=O)c1ccc(Cl)nc1)Nc1ccccc1OC(F)F,2.1,7,-2,-1,6,1.4,-6,0.3,1.8,-2,-2
Cc1cccn2c(=O)c(C=Nc3ccc(Cl)cc3)c(NCCO)nc12,3.3,-27,-11,-9,2,1.3,-2,2.6,1.8,-7,-2
COC(=O)c1ccc(C)c(NC(=O)c2ccc(Cl)c([N+](=O)[O-])c2)c1,-0.5,14,-7,-8,2,1.9,9,-0.2,-3.1,1,1
COCc1cc(C)n(CC(=O)Nc2ccc(Cl)cc2Cl)c(=O)c1C#N,0.1,22,-8,-7,-3,0.9,3,0.6,-0.1,1,4

# Source: PubChem BioAssay
